b-catenin transl: alters nuclear translocation of beta-catenin in HeLa cells; nuclear translocation activity, % at 5 µM; immunofluorescence imaging; 190,000 tested, 0.3% active;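 active means nuclear translocation activity above 50% at 5 µM, with a well cell count of 50 or more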;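 further: per-cell ratio of nuclear to cytoplasmic median beta-catenin stain intensity; plate controls were DMSO negative control for no effect and GSK-3 inhibitor IX positive control for full effect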
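test system = HeLa cells, endogenous beta-catenin | dosing = single 5 µM dose plus 0.02–20 µM confirmation series | times = compound treatment 24 h, 37°C, 5% CO2 | technique = beta-catenin immunofluorescence imaging with DAPI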
TNAP activation fold: stimulation of alkaline phosphatase TNAP activity – biochemical, luminescent, no phosphate acceptor, uHTS, primary screen (AID 1001); 200,000 tested, 0.03% active; activation fold at 20 µM, or EC50 in µM where a hit was titrated; purified TNAP, luminescent activation assay, no phosphate acceptor; higher activation fold means a stronger effect; in the data active means activation fold from about 3, or a potency from the dose series; inactive means the rest, 99 in 100 with activation fold below about 1.6; further: many of its hits are not listed in these tables
Lipid droplet: hepatic lipid droplet formation modulation; AML12 mouse hepatocytes, oleate lipid droplets, BODIPY imaging; inhibition, % at 6.5 µM; 240,000 tested, 0.4% active;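 active means lipid droplet intensity inhibited by at least 50%, with more than 500 cells counted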
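Assay system: AML12 hepatocytes (mouse); Probe or stimulus: oleic acid at 100 µM to induce lipid droplet formation; Dosing: compound at 6.5 µM only; Schedule: compound with oleate, overnight; Detection: fluorescence imaging, 20x objective, two fields per well; Measure: % inhibition of lipid droplet signal.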
Autophagy HCS: autophagy modulation, high-content screen; 190,000 tested, 0.98% active; AID 463193; calls only at 10 µM (by protocol); MEF GFP-LC3 puncta imaging; test concentration mostly 10 µM;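 active means percentage of spot-positive cells more than 3 SD above its plate mean, without a fluorescence outlier flag or 80% toxicity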;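 further: spot-positive cell cutoff set from DMSO-treated cells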
Ins promoter up: MIN6 insulin promoter up-regulation | AID 1625 | MIN6 insulin promoter-GFP reporter, high-content imaging; hits give high values | 190,000 tested, 0.3% active | z-score at 5 µM;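 active means z-score above 3 at 5 µM with at least 500 cells counted in the well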
human PMI inhibition: inhibitors of human PMI, primary screen, biochemical, fluorescence intensity, coupled assay (AID 1209); 190,000 tested, 0.42% active; inhibition, % at 20 µM; hits with a dose series show IC50 in µM; purified PMI enzyme, coupled fluorescence intensity; higher % means a stronger effect;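 further: plate controls were DMSO vehicle for no effect and wells lacking substrate for full effect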
MT stabilize HCS: microtubule stabilization, imaging screen | HeLa tubulin immunostaining HCS, 24 h; share of cells brighter than vehicle mean+2SD | % tubulin-high responders, % at 10 µM | 200,000 tested, 0.83% active | AID 2205;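 active means plate Z-score above 3 for both tubulin-high and condensed-nucleus cell shares, with cell loss under 80%, at 10 µM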;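 further: anti alpha tubulin signal scored within the nucleus-defined area of each cell; some results filed as inactive read as strong as hits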
T cell modulator: modulates CD8 T cell binding to vesicles. calls only at 7 µM. 2C CD8+ T cell-vesicle binding, flow cytometry; hits give low values. 330,000 tested, 0.068% active;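 active means response, share of CD8 T cells binding vesicles, and their 90th percentile fluorescence all below set limits, cut at about 80% in these data, passing the limit was not always enough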
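Benchmarks: naked versus QL9-loaded vesicles / Assay system: purified 2C TCR transgenic mouse naive CD8+ T cells / Technique: high-throughput flow cytometry with anti-B7-1 and anti-CD8 staining / Timing: Cell–vesicle co-incubation 1.5 h at 37 °C, staining 20 min on ice / Read-out: percent CD8+ FL2 mean versus row control / Probe or stimulus: QL9-loaded Drosophila micro-vesicles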
PMI inhibition: human PMI inhibitors, high substrate, primary screen, biochemical, fluorescence intensity, high mannose 6-phosphate (AID 1220); 190,000 tested, 0.66% active; recombinant PMI enzyme, coupled fluorescence intensity; higher % means a stronger effect; inhibition, % at 20 µM, or IC50 in µM where a hit was titrated
Ins promoter up cell count: second read-out of Ins promoter up, no call of its own (marks repeat the call); cell count; measured here: cytotoxicity, nuclei count;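 total cells summed across four imaged fields per well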
Lipid droplet cells 6.5 µM: second read-out of Lipid droplet, no call of its own (marks repeat the call); cell count; measured here: cell count, cytotoxicity flag;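 cells counted across two imaged fields per well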
b-catenin transl cell count 5 µM: further read-out of b-catenin transl, marked with its call; cell count; measured here: cell count, cytotoxicity flag
T cell modulator vesicle-bound %: recorded beside T cell modulator, whose call it bears; double positive events, %; measured here: CD8+ vesicle-bound cell fraction;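 binding gate set so that unloaded-vesicle control wells show 10% double positive cells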
MT stabilize HCS Hoechst-high %: also measured in MT stabilize HCS; calls as there; % Hoechst-high responders; measured here: nuclear condensation Hoechst responders;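 share of cells brighter than vehicle mean plus two SD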
MT stabilize HCS cytotoxicity %: further read-out of MT stabilize HCS, marked with its call; toxicity, %; measured here: cytotoxicity by cell density;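 0% = mean cell density of plate MIN control wells and 100% = no cells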
Autophagy HCS cell loss 18 h: also measured in Autophagy HCS; calls as there; toxicity, %; measured here: cell loss, nuclei count;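 cell loss after 18 h compound exposure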
* hit, by the source's call; i = inactive; x = not tested or not shown. Unless noted, no stated cut-off is given here; in the data, active means inhibition above about 50%; inactive means the rest.

| Compound | Lipid droplet | TNAP activation fold | PMI inhibition | Ins promoter up cell count | b-catenin transl cell count 5 µM | Ins promoter up | Autophagy HCS | MT stabilize HCS cytotoxicity % | MT stabilize HCS Hoechst-high % | MT stabilize HCS | Autophagy HCS cell loss 18 h | human PMI inhibition | Lipid droplet cells 6.5 µM | T cell modulator | b-catenin transl | T cell modulator vesicle-bound % |
| --- | --- | --- | --- | --- | --- | --- | --- | --- | --- | --- | --- | --- | --- | --- | --- | --- |
| Cc1ccc(C(=O)NC2CCN(CC(=O)NCc3cccs3)CC2)cc1 | 3 | 1 | -3% | 1194 | 948 | 0.88 | i | 8.4 | 4.5 | 5.2 | 0 | -15% | 669 | i | -1.1 | 38 |
| COc1ccc(NS(=O)(=O)c2cccc(C(=O)N/N=C/c3ccc4c(c3)OCCO4)c2)cc1 | x | 1 | 9% | 1534 | 1501 | 0.13 | i | 6.7 | 2.8 | 2.2 | 18 | 11% | x | i | 0.5 | 25 |
| CCCCNC(=O)CSc1nnc(Cc2ccccc2)n1CC | -11 | 1.1 | -12% | x | 519 | x | i | 4.0 | 2.3 | 2.3 | -2 | -5% | 735 | i | 2.5 | 15 |
| CCOC(=O)c1cc2c(ccn2C)n1CC(=O)N1CCN(c2ccccc2OC)CC1 | x | 1.1 | 14% | 1062 | 1035 | -0.64 | i | 6.8 | 2.3 | 2.8 | 3 | 2% | x | x | -6.6 | x |
| COc1cccc(C2CC(c3ccccc3OC)n3ncnc3N2)c1 (stereo not given) | x | 1.1 | -4% | 913 | 1118 | 2.9 | x | 3.6 | 2.6 | 4.7 | x | -2% | x | i | 0.0 | 10 |
| CN(C(=O)COC(=O)c1ccc[nH]c1=O)C1CCCCC1 | -6 | 1.3 | -7% | 1282 | 1057 | -1.4 | i | 6.4 | 2.0 | 3.7 | 1 | -6% | 661 | i | -0.6 | 41 |
| CCOC(=O)N1CCC(NC(=O)CCc2cn(C)c3ccccc23)CC1 | x | 1.1 | -6% | 1425 | 1140 | 0.39 | i | 4.6 | 3.0 | 3.4 | 13 | -4% | x | i | -8.5 | 59 |
| CC1(C)C(=O)C2(CCCC2)C(=O)OC1c1ccco1 (stereo not given) | 2 | 1.1 | 11% | 1165 | 859 | 0.56 | i | 8.5 | 1.5 | 3.5 | 5 | 12% | 786 | i | 0.1 | 39 |
| CC(C)NC(=S)NCc1cccnc1 | 8 | 1.2 | -6% | 1481 | 1192 | -0.41 | i | 0.1 | 2.0 | 4.7 | 5 | 2% | 642 | i | -1.4 | 23 |
| COc1ccc(-n2nc(C(=O)NCC(=O)Nc3cccc(NC(C)=O)c3)c3ccccc3c2=O)cc1 | -30 | 1.1 | -6% | 1351 | 1066 | -0.42 | i | 2.0 | 3.2 | 6.6 | 11 | -12% | 684 | i | 2.9 | 46 |
| Cc1ccc(S(=O)(=O)Cn2nnnc2C(c2ccc(F)cc2)N2CCC(C(N)=O)CC2)cc1 (stereo not given) | 0 | 1 | 10% | 1275 | 1232 | -0.2 | i | 7.1 | 3.9 | 3.8 | 3 | 12% | 727 | i | -4.9 | 45 |
| N#Cc1ccsc1NC(=O)COC(=O)c1cc2ccccc2cc1O | 11 | 1 | 33% | 1337 | x | 0.39 | i | 1.5 | 2.9 | 2.4 | 6 | 2% | 619 | i | x | 36 |
| COc1ccc(-c2nnc(SCc3ccccc3)n2N)cc1 | x | 1.1 | -5% | 1007 | 608 | 1.7 | i | 8.3 | 3.1 | 4.5 | 2 | -12% | x | i | 0.0 | 45 |
| COc1ccc(C(c2sc3nc(C)nn3c2O)N2CCCCC2)cc1 (stereo not given) | 2 | 1 | 4% | 1207 | 1242 | 0.82 | x | 9.9 | 1.8 | 5.7 | x | -2% | 719 | i | -2.6 | 26 |
| Cc1cc(=O)n(CC(=O)O)c2ccccc12 | -11 | 1 | 4% | 1370 | 1016 | 0.13 | i | 6.2 | 0.7 | 2.8 | 11 | 5% | 756 | i | -1.3 | 20 |
| NC(=S)N/N=C/c1ccccc1O | 4 | x | x | 1204 | 1160 | -0.44 | x | x | x | x | x | x | 678 | i | 2.0 | 25 |

Only Autophagy HCS cell loss 18 h, MT stabilize HCS Hoechst-high % and b-catenin transl, for two of the compounds above:
Molecule	Autophagy HCS cell loss 18 h	MT stabilize HCS Hoechst-high %	b-catenin transl
Cc1ccc(S(=O)(=O)Cn2nnnc2C(c2ccc(F)cc2)N2CCC(C(N)=O)CC2)cc1 (stereo not given)	3	3.9	-4.9
N#Cc1ccsc1NC(=O)COC(=O)c1cc2ccccc2cc1O	6	2.9	x

The listing continues:
| Compound | Lipid droplet | TNAP activation fold | PMI inhibition | Ins promoter up cell count | b-catenin transl cell count 5 µM | Ins promoter up | Autophagy HCS | MT stabilize HCS cytotoxicity % | MT stabilize HCS Hoechst-high % | MT stabilize HCS | Autophagy HCS cell loss 18 h | human PMI inhibition | Lipid droplet cells 6.5 µM | T cell modulator | b-catenin transl | T cell modulator vesicle-bound % |
| --- | --- | --- | --- | --- | --- | --- | --- | --- | --- | --- | --- | --- | --- | --- | --- | --- |
| CCN(CC)C(=O)c1sc(NC(=O)c2ccoc2C)c(C(=O)OC)c1C | x | 1.1 | 3% | 1224 | 988 | -0.05 | i | 9.1 | 1.7 | 3.2 | 10 | 6% | x | i | -3.0 | 3 |
| O=C(CCCn1c(=S)[nH]c2cc3c(cc2c1=O)OCO3)N1CCN(C2CCCCC2)CC1 | x | 1 | 2% | 1155 | 907 | -0.71 | i | 6.8 | 1.7 | 3.0 | -17 | 4% | x | i | -1.9 | 35 |
| CCCCn1nnnc1SCC(=O)N1CCOCC1 | 13 | 1 | 6% | 1865 | 1032 | 0.25 | i | 6.1 | 1.7 | 3.5 | 1 | 6% | 722 | i | -0.9 | 29 |
| Cc1ccc(N/N=C2\CS(=O)(=O)N(C)c3ccsc32)cc1 | 1 | 1.1 | -92% | 1623 | 886 | 0.46 | i | 4.3 | 1.9 | 1.5 | -5 | -46% | 628 | i | 8.5 | 58 |
| COc1ccc(C)cc1NC(=O)CN1CCN(S(=O)(=O)c2ccc(F)cc2)CC1 | x | 1.2 | -2% | x | x | x | i | 4.7 | 1.5 | 1.6 | 7 | -2% | x | i | x | 39 |
| COc1cc(/C=C2\S/C(=N/S(=O)(=O)c3ccc(C)cc3)NC2=O)c([N+](=O)[O-])cc1OC | -4 | 1 | 37% | 1282 | 1174 | 0.12 | i | 3.8 | 2.7 | 4.7 | 2 | 18% | 704 | i | -1.5 | 25 |
| OCC1C2c3ccccc3C(c3ccccc32)C1CO (stereo not given) | -30 | x | x | 1210 | 1312 | 0.96 | x | x | x | x | x | x | 719 | i | -0.7 | 31 |
| Cc1ccccc1C(=O)/C=C1/c2ccccc2CC(C)(C)N1C | x | 1 | 2% | x | x | x | i | 4.7 | 1.5 | 3.3 | 12 | 2% | x | i | x | 60 |
| CCc1ccc(CCC(=O)Nc2nnc(CC)s2)o1 | x | 1.1 | 4% | 1182 | 931 | 0.92 | i | 6.0 | 1.4 | 3.0 | 2 | 2% | x | i | -2.3 | 52 |
| COc1ccccc1C(=O)Nc1ccc(Cc2ccncc2)cc1 | -4 | 1.2 | -4% | x | 937 | x | i | 4.8 | 3.2 | 1.0 | 27 | 7% | 544 | i | -1.4 | 40 |
| O=C(NNC1=C(C(=O)C(F)(F)F)CCC1)c1ccc(Br)cc1 | 4 | 1 | -18% | 789 | 1261 | -0.52 | i | 0.7 | 2.1 | 2.5 | -6 | -13% | 770 | i | -6.1 | 4 |
| C=CCN1C(=O)c2oc3ccccc3c(=O)c2C1c1ccc(O)c(OC)c1 (stereo not given) | x | 1.1 | -4% | 875 | x | 1.2 | i | 9.0 | 3.1 | 3.1 | 3 | -9% | x | i | x | 52 |
| CCC(Sc1nc2ccccc2c(=O)n1CC1CCCO1)C(=O)NCc1cccnc1 (stereo not given) | x | 1.1 | 12% | 1496 | 967 | 0.09 | i | 1.8 | 1.7 | 4.5 | -47 | 12% | x | i | -2.2 | 10 |
| N#CCc1ccc(NC(=O)/C=C/c2ccc([N+](=O)[O-])o2)cc1 | 34 | 1 | 10% | 1035 | 1091 | -0.07 | i | 30 | 2.6 | 10 | 16 | -17% | 717 | x | 4.2 | x |
| CCOC(=O)C(=O)Cc1nc2ccccc2s1 | 15 | x | x | 1417 | 1224 | -0.42 | x | x | x | x | x | x | 711 | i | -2.4 | 8 |
| Cc1ccccc1-n1c(=O)cc(N2CC(C)OC(C)C2)[nH]c1=O (stereo not given) | x | 1 | 13% | 1319 | 1462 | 2.1 | i | 4.6 | 3.6 | 5.0 | 31 | 9% | x | i | -2.5 | 26 |
| COCCn1c(SCC(=O)Nc2sccc2C(N)=O)nc2cc(Cl)ccc2c1=O | x | 1.1 | 11% | 844 | 1393 | -0.4 | i | 2.4 | 3.0 | 5.1 | 19 | 12% | x | i | 4.8 | 65 |
| O=C(NCCO)c1ccc(-c2nnc(N3CCOCC3)c3ccccc23)cc1 | x | 1 | -1% | 1488 | 929 | 0.09 | i | 0.8 | 3.2 | 4.2 | -9 | 2% | x | i | -1.2 | 17 |
| C#CCn1ccc(O)c(Cc2c(F)cccc2Cl)c1=O | 16 | 1.1 | -2% | 1566 | 1090 | 0.47 | i | 6.0 | 1.4 | 2.6 | -30 | -4% | 679 | i | -3.3 | 2 |
| CC(C)(C)NC(=O)NC(=O)Cn1cc(C(F)(F)F)ccc1=O | x | 1.1 | 2% | 996 | 1144 | 0.01 | i | 8.5 | 2.1 | 2.4 | -4 | -23% | x | i | 1.4 | 10 |
| CCN(CC)Cc1c(O)ccc2c(=O)c(Oc3ccccc3OC)coc12 | x | 1 | 8% | 1457 | 1332 | 1.1 | i | 9.0 | 1.8 | 0.7 | 12 | 9% | x | i | -1.5 | 58 |
| CCOCCn1c(CN2CCCC(C)C2)nc2c1c(=O)n(C)c(=O)n2C (stereo not given) | 27 | x | x | 1009 | 1198 | -1.4 | x | x | x | x | x | x | 739 | i | -1.7 | 35 |
| CC(C)c1[nH]nc2c1C(C(C)C)C(C#N)=C(N)O2 (stereo not given) | x | 1.1 | 7% | 1237 | 1008 | 0.02 | i | 7.9 | 5.0 | 6.4 | -6 | 3% | x | i | -6.3 | 16 |

Screening results deposited in PubChem by several laboratories.
